# TNAP inh hi DEA = human TNAP enzyme inhibitors, primary screen, biochemical, luminescent, high phosphate acceptor level, uHTS; Alkaline phosphatase, tissue-nonspecific isozyme (Homo sapiens), P05186; purified TNAP, CDP-star luminescence, 1 M DEA; actives 0.03% (n = 200,000); inhibition, % at 20 µM;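 active = over 50% inhibition of tissue-nonspecific alkaline phosphatase at 20 µM in the single-dose screen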;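 note: plate controls were DMSO wells for no effect and EDTA-quenched wells as full inhibition for full effect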
# S1P3 antag = S1P3 receptor antagonists, primary screen, cell-based; Sphingosine 1-phosphate receptor 3 (Homo sapiens), Q99500; inhibition, % at 4.98 µM; AID 485, 2006; CHO S1P3 NFAT-BLA reporter, FRET fluorescence, antagonist mode; actives 0.27% (n = 170,000);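 active = inhibition above the plate cutoff, the mean inhibition of test wells on that plate plus 3 SD, cut at about 28% in these data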;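 note: cells challenged with S1P at its EC80 of 0.8 µM; blue over green emission ratio from cleaved BLA substrate after 4 h stimulation; 0% = S1P-stimulated wells and 100% = unstimulated DMSO-only wells; some compounds past the cut are filed as inactive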
# Target sequence (Q99500 whole entry, looked up): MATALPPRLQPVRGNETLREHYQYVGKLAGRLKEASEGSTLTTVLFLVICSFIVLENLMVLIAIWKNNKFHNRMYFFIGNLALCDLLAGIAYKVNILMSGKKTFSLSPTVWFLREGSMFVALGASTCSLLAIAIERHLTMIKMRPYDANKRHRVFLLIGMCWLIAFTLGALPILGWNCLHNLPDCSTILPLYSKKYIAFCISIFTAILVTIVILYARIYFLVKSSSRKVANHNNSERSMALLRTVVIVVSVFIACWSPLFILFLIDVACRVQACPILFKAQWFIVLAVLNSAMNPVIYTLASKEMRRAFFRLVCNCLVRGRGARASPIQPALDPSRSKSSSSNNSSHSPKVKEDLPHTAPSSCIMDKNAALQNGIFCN
# RAM inhibit = inhibitors of the yeast RAM network, primary screen, dse1pr::URA3 reporter, 5-FOA selection; S. cerevisiae dse1pr::URA3 reporter, 5-FOA growth OD615, 2 d; analog-sensitive cbk1-as2 kinase mutant strain; inhibition, % at 50 µM; actives 1.8% (n = 190,000);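 active = inhibition above a set limit, 3 SD over mean compound inhibition, cut at about 8.4% in these data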;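 note: 0% = DMSO-only wells with no growth and 100% = 10 µM 1-NA-PP1 full growth; inhibition rescues growth on 5-FOA so higher OD means more RAM inhibition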
# PMI act hi M6P = human PMI activators, high substrate, primary screen, biochemical, fluorescence intensity, near-saturating mannose 6-phosphate | Mannose-6-phosphate isomerase (Homo sapiens), P34949 | coupled PMI enzyme assay, resazurin fluorescence, 20 min; stronger effect = higher value; 1 = untreated enzyme, 0 = substrate-free blank | activation factor at 20 µM | actives 0.34% (n = 190,000) | AID 1216, 2008;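 active = activation factor of 2 or more at 20 µM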
# Target sequence (P34949 whole entry, looked up): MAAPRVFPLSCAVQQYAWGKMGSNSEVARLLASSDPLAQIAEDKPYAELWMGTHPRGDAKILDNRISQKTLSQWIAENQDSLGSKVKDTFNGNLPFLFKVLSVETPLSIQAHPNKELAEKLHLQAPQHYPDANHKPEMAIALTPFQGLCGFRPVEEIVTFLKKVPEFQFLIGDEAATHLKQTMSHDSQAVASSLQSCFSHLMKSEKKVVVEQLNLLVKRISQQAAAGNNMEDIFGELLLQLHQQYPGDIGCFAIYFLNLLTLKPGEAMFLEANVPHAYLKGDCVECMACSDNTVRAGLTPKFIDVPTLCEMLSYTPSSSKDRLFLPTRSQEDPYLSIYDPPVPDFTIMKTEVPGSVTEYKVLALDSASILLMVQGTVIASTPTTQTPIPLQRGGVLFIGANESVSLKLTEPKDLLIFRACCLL
#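 Test system: human PMI in coupled enzyme assay; Input: PMI at 15 ng/mL final; Medium: HEPES buffer, pH 7.4; Schedule: 20 min incubation at room temperature; Technique: resorufin fluorescence at Ex 544/Em 590 nm; Compound: 20 µM single dose; Probe or stimulus: Near-saturating mannose-6-phosphate, 1.0 mM.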
# L major viab = Leishmania major promastigote growth inhibition, primary screen; Leishmania major promastigotes, resazurin fluorescence viability; AID 1063, 2008; inhibition, % at 10 µM; actives 9% (n = 200,000); in the data active = inhibition above about 50%;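 note: promastigotes grown with compound for 44 hours at 28 °C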
# DTT redox prof = compounds producing H2O2 with reducing agent – biochemical, NIH compound library profiling, artefact control for MLSCN library redox annotation, primary screen; DTT-dependent redox cycling H2O2, phenol red/HRP absorbance; 100% = 100 µM peroxide control, 0% = buffer; activation, % at 10 µM; actives 0.03% (n = 200,000); AID 878, 2007;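 active = activation of at least 50% relative to the plate's high and low controls in the primary single-dose screen; inactive = activation below 50%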;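 note: compound incubated with DTT at 0.8 mM final as the reducing agent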
# TNAP inh noacc = human TNAP enzyme inhibitors, primary screen, biochemical, luminescent, no phosphate acceptor, uHTS | actives 0.26% (n = 200,000) | purified TNAP, CDP-star luminescence, 30 min | inhibition, % at 20 µM | AID 1012, 2008 | Alkaline phosphatase, tissue-nonspecific isozyme (Homo sapiens), P05186;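 active = tissue-nonspecific alkaline phosphatase inhibition above about 50% at 20 µM in the single-dose screen, limit read from the data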;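 note: 0% = DMSO negative control and 100% = EDTA positive control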
# PMI activator = activators of human PMI, primary screen, biochemical, fluorescence intensity, near-Km mannose 6-phosphate; Mannose-6-phosphate isomerase (Homo sapiens), P34949; activation factor at 20 µM; actives 0.005% (n = 190,000); purified human PMI, coupled resazurin fluorescence, 20 min; stronger effect = higher value; 1 = vehicle control, 0 substrate-free wells;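 active = activation factor of 2 or more at 20 µM, relative to plate controls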
# Efa HMGR inh = inhibitors of E. faecalis class II HMGR, primary screen, biochemical, Enterococcus faecalis; AID 1066, 2008; inhibition, % at 10 µM; HMG-CoA reductase (Enterococcus faecalis, mvaE); actives 0.41% (n = 190,000); purified E. faecalis HMGR, NADPH absorbance 340 nm kinetic;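 active = inhibition above a set limit, the median over all tested compounds plus 3 SD, cut at about 9.5% in these data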;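 note: enzyme runs in reverse so mevalonate oxidation gives rising NADPH absorbance; 0% = complete reaction with DMSO and 100% = background rate lacking mevalonate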
# Hsp70 activator = Hsp70 transcriptional activators, primary screen, cell-based, HeLa, Hsp70 promoter luciferase, luminescence, 10 µM | HeLa Hsp70 promoter luciferase reporter; scaled: vehicle 0, proteasome-inhibitor control 100% | activation, % at 10 µM | actives 0.04% (n = 200,000) | AID 1203, 2008;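 active = activation above the mean across all tested compounds plus 3 SD, cutoff set per campaign, cut at about 5.5% in these data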;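 note: 100% = MG132 at 30 µM as the positive control and 0% = DMSO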
# * marks the source's active call; other numbers are inactive results; x = no result given. Outcome played no part in choosing rows; overall some 12% were active at least once.
SMILES,TNAP inh hi DEA,S1P3 antag,RAM inhibit,PMI act hi M6P,L major viab,DTT redox prof,TNAP inh noacc,PMI activator,Efa HMGR inh,Hsp70 activator
CC(=O)c1cccc(NC(=O)Nc2ccc(C(=O)N3CCCC3)cc2)c1,1,-1,-0.3,0.9,-5,1.7,-9,0.8,-1,-0.3
CCOC(=O)c1c(C)n(C)c2ccc(OC)c([N+](=O)[O-])c12,-1,-4,0.2,0.9,-3,-0.9,-8,0.9,-2,0.3
CCOC(=O)c1cc(C(C)(C)C)oc1CN,-1,x,0.7,1.1,-1,-0.5,-22,1.2,0,-0.4
O=C1c2ccccc2S(=O)(=O)N1Cc1nnc(-c2ccccc2Br)o1,3,-26,0.6,1.1,0,3.8,8,1,-2,-0.2
CCCNc1nc2c(c(=O)[nH]c(=O)n2C)n1CCCc1ccccc1,-7,-1,7.0,1,-6,2.4,-8,1,-3,-0.3
CC(CCc1ccccc1)NC(=O)C1CCN(C(=O)c2sccc2-n2cccc2)CC1 (stereo unspecified),-4,-11,-0.1,1,5,-1.9,-15,1,-8,-0.2
COc1ccc(-c2cc(C(=O)NC3CCCC3)no2)cc1OC,-5,-27,2.7,1.1,-1,-0.1,0,1.1,-1,-0.1
COc1ccc(-n2c(SCC3OCCO3)nc3c(sc(=S)n3-c3ccccc3)c2=O)cc1OC,-6,3,8.6*,0.9,0,-0.3,-13,1,-4,0.0
O=c1[nH]c(CSc2nnc3ccccn23)nc2cc(C(F)(F)F)ccc12,-4,7,2.0,1.1,-8,-0.9,-7,1.1,0,0.1
Cc1nn(C)c(C(=O)NNC(=S)NCc2ccco2)c1Br,-8,-26,1.8,1,-1,8.0,-121,1,-9,0.2
Cn1c(=O)c(C(=O)CSc2nncs2)c(N)n(Cc2ccccc2)c1=O,-3,-4,2.2,1,5,-0.2,-13,1,0,0.0
Cc1[nH]c2ccccc2c1/C=C/c1nc2ccccc2c(=O)n1-c1ccc([N+](=O)[O-])cc1,12,-17,11*,1.1,-6,0.9,13,1,0,-0.4
Cc1c(C(=O)NCc2cccnc2)oc2c1C(=O)CC(C)(C)C2,-3,2,1.1,1,6,0.5,-15,1,0,-0.2
COc1nc(C)ccc1-c1noc(-c2ccncc2)n1,-2,11,0.5,1.1,10,-0.6,-9,1,-10,0.0
CN1C(=O)/C(=N\OC(=O)c2ccccc2Cl)c2ccccc21,0,-10,1.0,0.9,2,-0.5,0,1,0,-0.2
CCOC(=O)C(NC(=O)c1ccccc1)(OCc1ccccc1)C(F)(F)F (stereo unspecified),-4,2,1.0,0.9,7,-0.8,-9,0.9,-4,-0.4
CC1CN=C(N(Cc2ccccc2)C(=O)Nc2ccccc2)S1 (stereo unspecified),-3,x,0.9,1.1,0,0.1,-9,1.1,-1,-0.1
CCOC(=O)c1cccc(Nc2nc(-c3cccnc3)nc3ccccc23)c1,-4,x,0.3,1.1,92*,-3.6,-7,0.8,1,-0.2
Cc1ccc(S(=O)(=O)CC(=O)c2ccccc2)cc1,2,x,0.3,1.1,0,-4.0,-5,1,-8,0.1
COc1ccc2c(c1)OC1(C)CC2C(C(=O)c2ccccc2OC)C(=O)N1 (stereo unspecified),2,-13,1.2,1,-13,0.1,-1,1,-2,-0.2
CSc1ncccc1C(=O)OCC(=O)N1CCOCC1,-5,-14,2.8,1,-5,2.5,-14,1,-10,-0.4
COC(=O)C1=C(C(=O)OC)SC2(S1)C(C(=O)OC)=C(C(=O)OC)SC1=C2c2cccc(C)c2NC1(C)C,-2,x,5.9,0.8,100*,-1.5,-4,0.8,-6,-0.1
COc1cc(C(=O)N2CCCC(c3nc(-c4cccs4)no3)C2)cc(OC)c1OC (stereo unspecified),-4,6,2.7,1,0,1.5,-9,1,2,-0.3
CC(=O)Nc1ccc(NC(=O)CSc2nnc(COc3ccccc3C)n2CC2CCCO2)cc1 (stereo unspecified),-4,-10,7.7,1,-3,-1.1,-10,1,2,-0.1

# Just TNAP inh hi DEA and PMI act hi M6P, for some of the entries so far:
SMILES | TNAP inh hi DEA | PMI act hi M6P
CC1CN=C(N(Cc2ccccc2)C(=O)Nc2ccccc2)S1 (stereo unspecified) | -3 | 1.1
O=C1c2ccccc2S(=O)(=O)N1Cc1nnc(-c2ccccc2Br)o1 | 3 | 1.1

# Next part
SMILES,TNAP inh hi DEA,S1P3 antag,RAM inhibit,PMI act hi M6P,L major viab,DTT redox prof,TNAP inh noacc,PMI activator,Efa HMGR inh,Hsp70 activator
COc1ccc(NC(=O)C2CCCN2c2ccc(OC)c(OC)c2)cc1OC (stereo unspecified),-3,x,2.0,0.5,0,-1.6,-1,0.7,-2,-0.2
COc1ccc(CCNC(=O)Cn2cnc3scc(-c4ccccc4)c3c2=O)cc1OC,0,-5,6.0,0.9,3,-0.6,-8,0.9,2,0.2
c1ccc2nc3c(nc2c1)CCc1nonc1-3,-1,-34,6.0,1,-6,-2.9,11,1.1,-1,-0.2
O=C(NCc1ccccc1)c1noc2c1CCCC2,-2,13,0.3,0.9,-8,-2.6,-9,0.8,2,-0.1
COC12NC(=O)N(C)C1(OC)C(=O)N(C)C(=O)N2C (stereo unspecified),1,-14,1.4,1,-6,-0.6,4,1,-3,-0.4
C/C(N)=C(/C#N)C(=O)COC(=O)c1ccccc1Cc1ccccc1,-4,5,2.4,0.9,16,-0.2,-3,0.9,-1,0.0
CCC(NC(=O)NC1CCCCC1)c1ccccc1 (stereo unspecified),-8,-12,-0.1,0.8,8,0.1,-9,0.9,-4,-0.2
COCCn1nnnc1C(c1cc(OC)ccc1OC)N1CCc2ccccc2C1 (stereo unspecified),-4,9,2.6,1.1,21,0.5,-3,1,4,-0.1
O=C(NC(=S)Nc1nc(-c2cccc([N+](=O)[O-])c2)cs1)c1cc(Cl)ccc1Cl,2,-3,2.9,0.9,5,-0.9,4,1,-2,-0.2
CCCN(C(=O)/C=C/c1ccco1)c1c(N)n(Cc2ccccc2)c(=O)[nH]c1=O,2,2,3.0,1,-3,-0.6,-8,1.1,1,-0.1
O=C(Nc1sc2c(c1C(=O)O)CCC2)c1ccccc1,-2,x,4.0,1.1,-2,0.0,0,1,-1,-0.3
Cc1sc2nc(C3CC3)nc(SCC(=O)NCc3ccco3)c2c1C,-2,8,5.5,0.9,0,0.1,-8,1,-2,0.1

# Of the compounds above, these contain two or more sulfur atoms:
SMILES,TNAP inh hi DEA,S1P3 antag,RAM inhibit,PMI act hi M6P,L major viab,DTT redox prof,TNAP inh noacc,PMI activator,Efa HMGR inh,Hsp70 activator
COc1ccc(-n2c(SCC3OCCO3)nc3c(sc(=S)n3-c3ccccc3)c2=O)cc1OC,-6,3,8.6*,0.9,0,-0.3,-13,1,-4,0.0
Cn1c(=O)c(C(=O)CSc2nncs2)c(N)n(Cc2ccccc2)c1=O,-3,-4,2.2,1,5,-0.2,-13,1,0,0.0
COC(=O)C1=C(C(=O)OC)SC2(S1)C(C(=O)OC)=C(C(=O)OC)SC1=C2c2cccc(C)c2NC1(C)C,-2,x,5.9,0.8,100*,-1.5,-4,0.8,-6,-0.1
O=C(NC(=S)Nc1nc(-c2cccc([N+](=O)[O-])c2)cs1)c1cc(Cl)ccc1Cl,2,-3,2.9,0.9,5,-0.9,4,1,-2,-0.2
Cc1sc2nc(C3CC3)nc(SCC(=O)NCc3ccco3)c2c1C,-2,8,5.5,0.9,0,0.1,-8,1,-2,0.1

# (more compounds)
SMILES,TNAP inh hi DEA,S1P3 antag,RAM inhibit,PMI act hi M6P,L major viab,DTT redox prof,TNAP inh noacc,PMI activator,Efa HMGR inh,Hsp70 activator
CCOc1cc(C)c(S(=O)(=O)N2CCCCC2)cc1C,-7,0,0.4,0.9,-4,-0.4,-11,0.9,-6,-0.2
Cn1nnnc1SCC(=O)NNC(=O)c1ccc(Cl)cc1,-4,9,0.6,1,-7,0.1,-26,1,1,-0.1
O=C(NC(=S)Nc1ccc(N2CCCCC2)cc1)c1ccco1,-3,x,0.0,1,15,1.6,4,0.8,-9,0.1
O=C(CN1CCN(c2ccc(O)cc2)CC1)NC1CCCc2ccccc21 (stereo unspecified),-3,0,1.4,0.5,95*,-0.1,-4,0.9,-3,-0.3
COc1ccc(Cl)c(Cn2c(NCC(C)O)nc3c2c(=O)n(C)c(=O)n3C)c1 (stereo unspecified),0,-42,1.4,0.9,2,-1.2,-7,1,-4,0.0
Cc1csc(NC(=O)C2COc3ccccc3O2)n1 (stereo unspecified),-2,x,0.1,0.9,4,0.2,-1,0.9,2,-0.2
O=C(O)c1ccccc1Nc1ccc([N+](=O)[O-])cc1,16,-9,0.7,1.1,-5,-0.2,12,1,0,-0.1
Cc1n[nH]c(C)c1Sc1ccccc1N=Cc1cc([N+](=O)[O-])ccc1O,6,x,0.3,1,-5,1.1,11,1,-4,-0.1
CCCCCNS(=O)(=O)c1cc(C)ccc1OC,2,-3,0.0,1,16,-0.7,7,1.1,-6,-0.3
CC1Cc2ccccc2N1C(=O)CNc1cccc(S(=O)(=O)N2CCCC2)c1 (stereo unspecified),-4,10,4.7,1,6,0.1,-17,1,-5,0.9
CC(C)OCc1c(C(=O)Nc2nccs2)oc2ccccc12,-3,-9,4.3,1,-3,-0.8,-6,1.1,-3,-0.3
O=C(CCC1CCCN(C(=O)C2=CCCC2)C1)N1CCN(c2ccccn2)CC1 (stereo unspecified),-2,2,0.8,x,-2,-0.7,-10,x,1,-0.3
Oc1ccccc1CNn1cnnc1,-1,x,3.2,1.1,-5,2.1,-7,1.1,5,-0.2
Cc1c(NC(=O)c2cc(C(C)C)on2)c(=O)n(-c2ccccc2)n1C,1,7,0.9,1,-11,0.1,-5,1,-8,0.0
O=C(c1ccc2c(c1)OCO2)C1CCCN(C(=O)NCc2ccccc2)C1 (stereo unspecified),-2,0,0.7,1,0,0.4,-4,1,-2,-0.4
CCOC(=O)c1ccc(NC(=O)CSc2nc(C)nc3c2c(=O)n(C)c(=O)n3C)cc1,-7,2,7.9,0.9,19,-0.9,-20,0.9,4,0.1
Cc1ccc2[nH]c(-c3cccc(F)c3)cc(=O)c2c1,-7,3,2.7,1.3,2,0.5,-10,1.3,-3,1.8
Cn1c(C(=O)NCCCN2CCN(c3cccc(Cl)c3)CC2)cc2c(=O)n(C)c3ccccc3c21,1,-27,-2.4,0.9,62*,3.2,-4,0.9,-1,-0.1
